Screening results as filed in PubChem BioAssay.
S100A4 MyoIIA – blocks human S100A4 binding to myosin IIA peptide. P26447. S100A4/TAMRA-MyoIIA peptide fluorescence polarization. inhibition, % at 10.7 µM. 360,000 tested, 0.14% active. AID 652163;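 active = mean inhibition of at least 70% across replicates, with every replicate also reaching that level; inconclusive = mean inhibition reaches 70% but some replicates fall short; inactive = mean inhibition below 70%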
Target sequence (P26447 whole entry, looked up): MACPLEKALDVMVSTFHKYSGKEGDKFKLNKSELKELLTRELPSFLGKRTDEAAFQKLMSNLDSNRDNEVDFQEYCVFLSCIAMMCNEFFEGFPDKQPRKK
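assay system = human S100A4 monomer with TAMRA-labelled myosin IIA peptide | also added = labelled myosin peptide probe, 5 nM | incubation = 5 min between mix addition and reading | control set = DMSO and TFP controls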
RAD52 anneal inh – RAD52 (human) annealing inhibition; recombinant RAD52 DNA annealing, FRET fluorescence; inhibition, % at 18.7 µM; 360,000 tested, 0.46% active; AID 651710;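 active = every replicate showing at least 50% inhibition; inconclusive = mean inhibition at least 50% but not in every replicate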
Xi reactivation – reactivates the inactive X chromosome in mouse fibroblasts; 360,000 tested, 0.055% active; AID 743238; activation, % at 7.58 µM; XiGFP mouse fibroblasts, % GFP-positive cells imaging, 3 d; cells co-treated with 5-aza-dC sensitizer; scaled so ellipticine positive control = 100%;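 active = mean normalized replicate activation at least 10% and every replicate at or above 10%; inconclusive = only one of the two criteria met; inactive = mean below 10% and not all replicates reach 10%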;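 also: 0% = median of on-plate neutral control wells and 100% = ellipticine 6 µM median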
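material = 68-5-11 XiGFP fibroblast line | medium = DMEM plus 5-aza-dC sensitizer | schedule = 3 days compound exposure | benchmarks = positive control ellipticine, 6 µM final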
RAD54 branch – blocks human RAD54 Holliday junction branch migration. 360,000 tested, 0.14% active. inhibition, % at 10.4 µM. Q92698. FAM/BHQ fluorescence;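 active = mean normalized replicate activity at least 40 and at least half of replicates scoring 40 or more; inconclusive = only one of the two criteria met; inactive = mean below 40 and under half of replicates reaching 40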;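 also: 0% = median of neutral control wells and 100% = median of positive control wells; inhibitors cause a drop in the FAM fluorescence signal; in these data hits start at about 50%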
FN deposition inh – fibronectin deposition inhibition; inhibition, % at 12.6 µM; AID 743247; AH1F fibroblasts, Alexa488-fibronectin deposition fluorescence, overnight; 350,000 tested, 0.086% active;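 active = mean inhibition across replicates of 30% or more, regardless of how many single replicates reach that level; inconclusive = mean under 30% yet at least half of replicates reach 30%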;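 also: positive control wells lacked labelled fibronectin entirely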
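Schedule: 1 h cell adhesion before compound, then overnight fibronectin incubation; test system: AH1F fibroblast monolayer depositing Alexa488-labelled fibronectin into matrix; quantity: 10000 AH1F cells per well; probe or stimulus: fluorescent fibronectin at 24 nM final; signal: fluorescence, ex 485 nm, em 525 nm; evaluation: percent inhibition as loss of matrix-bound fibronectin fluorescence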
EWS-Fli block – blocks EWS/Fli oncoprotein-driven transcription. A673 NR0B1-luciferase reporter, viability-normalised. inhibition, % at 12.6 µM. 350,000 tested, 0.67% active. AID 651661;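 active = mean inhibition of at least 50% after viability correction, with every replicate also passing that limit; inconclusive = mean reaches 50% but only one of two replicates passes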;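 also: firefly luciferase signal divided by Alamar Blue viability fluorescence both relative to DMSO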
E-selectin induc – induces E-selectin expression in human endothelial cells; P16581; HUVEC E-selectin immunofluorescence imaging; normalized: neutral wells 0, TNF-alpha wells 100; activation, % at 7.58 µM; 260,000 tested, 0.37% active; AID 686992;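 active = mean E-selectin-positive cell signal at least 10% of the positive control, reached in at least 60% of replicates, without over 20% cell loss; inconclusive = no rule given, readout overlaps actives, possibly toxicity-flagged; inactive = the rest, including those meeting only one limit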;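 also: in these data hits start at about 27%; measured in HUVEC primary endothelial cells; signal is the percent of cells scored E-selectin positive by PE staining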
Target sequence (P16581 whole entry, looked up): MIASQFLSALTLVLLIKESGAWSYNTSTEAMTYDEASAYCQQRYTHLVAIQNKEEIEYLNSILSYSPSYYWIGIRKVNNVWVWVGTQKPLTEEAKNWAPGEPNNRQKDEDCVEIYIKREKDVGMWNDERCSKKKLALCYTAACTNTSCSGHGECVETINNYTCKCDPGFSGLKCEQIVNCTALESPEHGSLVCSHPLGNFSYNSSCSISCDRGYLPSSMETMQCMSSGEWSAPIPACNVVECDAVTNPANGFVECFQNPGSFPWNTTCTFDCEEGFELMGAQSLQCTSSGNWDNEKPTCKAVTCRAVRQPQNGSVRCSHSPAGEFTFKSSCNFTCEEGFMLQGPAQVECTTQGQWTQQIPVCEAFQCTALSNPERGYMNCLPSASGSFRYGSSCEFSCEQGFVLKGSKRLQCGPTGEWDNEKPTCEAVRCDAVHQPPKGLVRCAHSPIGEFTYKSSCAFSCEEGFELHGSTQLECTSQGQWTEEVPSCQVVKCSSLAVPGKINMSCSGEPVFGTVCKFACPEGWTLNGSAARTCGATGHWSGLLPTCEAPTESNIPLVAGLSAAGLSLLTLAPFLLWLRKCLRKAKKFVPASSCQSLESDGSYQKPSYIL
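Test system: HUVEC; input: 3,000 HUVEC/well; measured by: immunofluorescence imaging; read-out: % PE-positive cells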
esBAF inh – inhibitors of esBAF chromatin remodeling in mouse ES cells | AID 602393 | 350,000 tested, 2% active | Bmi1-luciferase knock-in reporter, 24 h; 100% = twice the neutral-well signal | reporter increase, % at 12.5 µM; in the data active = activation above about 40%; inconclusive = no clear call, values can overlap the other calls;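 also: 0% = median of the plate's neutral control wells and 100% = double that signal; a rise in the Bmi1 reporter signal indicates esBAF inhibition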
* hit, by the source's call; u = inconclusive; x = no result given; & = joins results of further samples.

no.	molecule	S100A4 MyoIIA	RAD52 anneal inh	Xi reactivation	RAD54 branch	FN deposition inh	EWS-Fli block	E-selectin induc	esBAF inh
1	Cc1onc(-c2c(F)cccc2Cl)c1C(=O)Nc1nccs1	4	-5	0.0	8	-5	-6	u	-6
2	COc1ccc(N2CCN(CCCNC(=O)C(=O)c3c[nH]c4ccccc34)CC2)cc1	2	-3	0.0	-4	x	14	0.2	-8
3	C(=N\NCc1ccccc1)/c1ccc2ncccc2c1	0	-18	-0.1	5	2	-65	-0.1	x
4	COc1ccccc1CC(NC(C)=O)C(=O)NC1CCN(C(=O)NCc2ccccc2)CC1 (stereo not given)	-8	-4	0.4	x	0	6	0.2	9
5	COCCNC(=O)[C@H]1[C@H](CO)[C@H]2Cn3c(ccc(-c4ccccc4)c3=O)[C@@H]1N2C	-13	-13	0.2	8	x	4	0.6	6
6	Cc1ccc(S(=O)(=O)N[C@@H]2CC[C@H](CCn3cc(C4(O)CCCC4)nn3)O[C@H]2CO)cc1	9	-11	0.0	4	-2	-1	0.0	2
7	CCC(=O)NC(=S)Nc1ccc(NC(=S)NC(=O)c2ccccc2)cc1	1	2	0.0	x	-8	18	0.7	x
8	Cc1oc(-c2cccs2)nc1CS(=O)CC(=O)NCCc1ccccc1 (stereo not given)	-6	-25	-0.1	-18	-10	-14	x	3
9	O=C(Cc1ccccc1)NCC(=O)OC(c1ccccc1)c1ccccc1	2	-16	0.1	x	0	-8	x	x
10	CC(C)C(=O)Nc1ccc2c(c1)C(=O)N(C)[C@H]1CC[C@H](CC(=O)NCC3CC3)O[C@H]1CO2	12	-6	0.1	3	8	0	0.1	-4
11	Cc1cc(NC(=O)COC(=O)[C@@H]2CCCN2C(=O)c2cccs2)no1	-6	-4	0.0	9	-3	6	0.5	x
12	C[C@@H]1CN([C@H](C)CO)C(=O)c2cc(NC(=O)CCCN(C)C)ccc2O[C@@H]1CN(C)Cc1ccc(C(F)(F)F)cc1	-2	16	-0.1	14	x	-5	-5.7	-1
13	O=C(Cc1ccccc1[N+](=O)[O-])N1CCOCC1	1	-4	0.2	2	-1	-6	-0.2	-4
14	C#CCOCCOCCOCCNc1nc(N2CCN(C(=O)[C@H](C)n3cc(CCC(=O)O)nn3)CC2)nc(N2CCN(C(=O)[C@H](CCCCN)n3cc(CCCC)nn3)CC2)n1	5	-20	0.0	-9	10	-4	-0.1	-2
15	C=CCn1c(Cc2csc(N)n2)nnc1SCC(=O)OCC	-6	-3	x	x	x	3	x	-11
16	O=C(Nc1cc(Cl)cc(Cl)c1)N[C@@H]1CC[C@@H](CCNS(=O)(=O)c2cccc(F)c2)O[C@@H]1CO	5&2	-26&-31	0.4&-0.1	-2	1&9	11&4	0.8&0.0	0
17	O=C(O)C1CCN(Cc2ccccn2)CC1	4	-13	0.0	x	-14	7	x	-5
18	O=C(NC1CC1)C1Nc2ccc(OC(F)(F)F)cc2C2C=CCC12 (stereo not given)	x	x	0.0	-3	-3	-17	0.0	-4
19	C1CCCCCC(NCCN2CCNCC2)CCCCC1	-8	64*	0.1	x	-6	22	0.7	-6
20	CN(C)c1ccccc1C(=O)N1CCCC(Nc2ccc(F)cc2)C1 (stereo not given)	1	-4	0.1	-4	-6	5	-0.8	0
21	COc1ccc(NC(=O)Nc2cccc3c2O[C@@H](CN(C)C)[C@H](C)CN([C@@H](C)CO)C3=O)cc1	-10	1	0.4	-5	x	-11	x	3
22	CC1CCN(C2=C(NS(=O)(=O)c3ccc(Cl)cc3)C(=O)c3ccccc3C2=O)CC1	14	-3	0.3	-9	7	-9	4.3	12
23	O=c1cc(Cl)[nH]c(=O)n1Cc1ccc(F)cc1	0	-9	0.0	-10	2	x	x	5
24	COc1ccc(NC(=O)CCC(=O)N/N=C/c2cccnc2)cc1	-2	-6	0.0	-1	6	x	x	-3
25	COc1ccc(NC(=O)CN(C)CC(=O)NCCc2ccc(F)cc2)cc1	-1	-7	1.3	-6	-10	2	0.0	-7
26	CC(Oc1ccc(Br)cc1)C(=O)NC1CCN(Cc2ccccc2)CC1 (stereo not given)	3	-2	0.8	-2	x	4	x	-59
27	Cc1cccc(CS(=O)(=O)c2ncc(Cl)c(C(=O)Nc3c(C)cccc3C)n2)c1	-5	-12	2.4	-7	12	x	-0.1	-7
28	COc1ccc(CN(C)C[C@@H]2Oc3c(NC(=O)c4nc5ccccc5s4)cccc3C(=O)N([C@@H](C)CO)C[C@H]2C)cc1	5	10	-0.2	8	x	6	-0.2	-4
29	CN1CCN(C(=O)C[C@H]2CC[C@H]3[C@@H](COC[C@@H](O)CN3Cc3ccc4c(c3)OCO4)O2)CC1	4	-10	0.0	-9	7	6	-0.1	1
30	O=C(C[C@@H]1CC[C@@H]2[C@H](COC[C@H](O)CN2C(=O)c2ccc3c(c2)OCO3)O1)NCCN1CCCCC1	-9	-20	0.3	5	-3	-4	0.3	-3
31	CCCCN(C)S(=O)(=O)c1ccc(C(=O)N(CCN(C)C)c2nc3ccc(C)cc3s2)cc1	3	4	0.0	3	5	-13	x	5
32	N#C[C@@H]1[C@@H](c2ccc(C#Cc3ccccc3F)cc2)[C@@H](CO)N1C(=O)C1CCCCC1	-28	6	-0.1	-14	0	-40	-0.6	51*
33	CCOc1ccc(CN(C)C(=O)[C@H](C)NC(=O)c2ccco2)cc1OC	-20	-3	0.0	-6	1	2	0.0	2
34	COc1cc(/C=N/NC(=O)c2ccncc2)ccc1O	-1&2	2&-11	-0.1&0.2	3&-2	-3&-1	-8&1	0.0&-0.2	-1&-2
35	CO[C@H](CN(C)C(=O)c1cc(Cl)cc(Cl)c1)[C@@H](C)CN(C(=O)Nc1ccc(F)cc1)[C@@H](C)CO	-2	7	0.1	2	12	0	-0.2	-3
36	COc1ccc(C2=NOC(Cn3nc(-c4ccccc4)cc3C(=O)NCc3ccccc3OC)C2)cc1 (stereo not given)	1	-23	0.0	7	-5	12	-0.1	4
37	COc1ccc(C(=O)Oc2cc(C)[nH]c(=O)c2[N+](=O)[O-])c(OC)c1	-5	-9	0.3	-4	-2	0	-0.3	-7
38	CCc1ccccc1N(CC(=O)NC(C)C)C(=O)CCC(=O)Nc1nccs1	-1	-5	0.0	9	0	5	x	2
39	Cc1cc(C)c(S(=O)(=O)N2CCN(C(=O)C3CCCO3)CC2)c(C)c1 (stereo not given)	-1	-3	0.2	-2	1	-6	0.6	2
40	Cc1ccc(OCC(=O)OCC(=O)NC2CCS(=O)(=O)C2)cc1C (stereo not given)	-1	-14	0.1	4	-1	1	0.0	1
41	CN1C(C(=O)NCc2ccc(OC(F)(F)F)cc2)CC2Cn3c(nc4cc(Cl)c(Cl)cc43)C21 (stereo not given)	-7	-72	0.0	1	1	3	-0.2	1
42	Cc1ccc(Cn2ccnc2SCC(=O)NC2CCCC2)cc1	-15	-20	0.3	7	6	4	-1.2	-1
43	C=CCN(Cc1ccc(OC)c(OC)c1)C(=O)c1cc2cc(F)ccc2[nH]1	-8	-3	0.2	14	10	12	x	25
44	Cc1cccc(N2CCN(C(=O)/C=C/c3cccs3)CC2C)c1 (stereo not given)	-4	-38	0.1	x	x	5	x	x
45	COc1cccc(S(=O)(=O)N2CC[C@@H]3[C@@H](CO)Nc4ccc(Br)cc4[C@@H]32)c1	x	x	0.0	-12	11	-7	-0.1	1
46	CCC(=O)Nc1ccc2c(c1)nc1n2CCN(CCOC)C1	-5	0	0.1	-2	0	-1	-0.3	-3
47	O=C(/C=C/c1cccs1)Nc1ccc(N2CCOCC2)c(S(=O)(=O)Nc2ccccc2Cl)c1	x	x	-0.1	4	-1	x	-0.6	x
48	Clc1ncccc1-c1nnn(-c2ccccc2)n1	32	-2	0.0	-5	-7	-37	-0.1	4
49	COCc1cn(CC[C@@H]2CC[C@H](NC(=O)Cc3cccnc3)[C@H](CO)O2)nn1	-4	-13	-0.7	-3	-7	-7	-0.1	-2
50	COc1ccc2c(CC(=O)NCC3CCC(C(=O)O)CC3)cc(=O)oc2c1 (stereo not given)	-22	x	x	0	5	x	x	-1
51	c1ccc2c(c1)CCc1ccccc1C2=C1CCNCC1	1	-10	0.1	x	-19	14	0.0	x
52	CC(C)C[C@@H]1COc2cc(NC3CC3)ccc2S(=O)(=O)N1	-2	-6	-0.1	x	8	1	1.9	x
53	N=C1/C(=C/c2cccn2-c2ccc([N+](=O)[O-])cc2)C(=O)N=C2SC=CN12	49	-16	0.0	x	2	5	x	x
54	COc1ccccc1C(C)NC(=O)CN(C)CC(=O)Nc1c(C)cccc1C (stereo not given)	-1	-17	0.2	-6	5	0	0.7	-2
55	C[C@@H]1CN([C@H](C)CO)C(=O)Cc2cc(NC(=O)Cc3ccccc3)ccc2O[C@H]1CN(C)C(=O)NC1CCCCC1	-39	17	-0.2	-15	x	-4	-1.8	-3
56	C[C@H](CO)N1C[C@H](C)[C@H](CN(C)C(=O)[C@H](C)c2ccccc2)OCc2ccccc2-c2ccccc2C1=O	x	x	-1.1	x	-8	-15	-0.3	-2

One compound at a time, from the list above. Order of values: S100A4 MyoIIA | RAD52 anneal inh | Xi reactivation | RAD54 branch | FN deposition inh | EWS-Fli block | E-selectin induc | esBAF inh
Profile of N=C1/C(=C/c2cccn2-c2ccc([N+](=O)[O-])cc2)C(=O)N=C2SC=CN12 = 49 | -16 | 0.0 | x | 2 | 5 | x | x
Profile of c1ccc2c(c1)CCc1ccccc1C2=C1CCNCC1 = 1 | -10 | 0.1 | x | -19 | 14 | 0.0 | x

Additional compounds.
no.	molecule	S100A4 MyoIIA	RAD52 anneal inh	Xi reactivation	RAD54 branch	FN deposition inh	EWS-Fli block	E-selectin induc	esBAF inh
57	O=C(C[C@@H]1CC[C@@H](NC(=O)Nc2cc(F)ccc2F)[C@H](CO)O1)Nc1ccc(-c2ccccc2)cc1	4	7	-0.1	-8	4	-12	-0.2	1
58	Cc1ccc(-c2nnc(Nc3cccc(O)c3)c3ccccc23)cc1S(=O)(=O)NCCO	2	-13	0.1	9	-4	6	x	-8
59	COc1ccc(-c2cc(C(=O)N3CCCC(C(F)(F)F)C3)c3ccccc3n2)cc1 (stereo not given)	-1	-8	0.3	6	-7	-11	x	7
60	CC(C)NC(=O)Nc1ccc2c(c1)C(=O)N([C@H](C)CO)C[C@H](C)[C@H](CN(C)S(=O)(=O)c1ccc(F)cc1)OCCCC[C@@H](C)O2	-3	3	0.0	5	x	16	0.0	-6
61	Cc1nc(-c2cccs2)sc1C(=O)NN	-4	-29	0.1	x	5	1	0.2	x
62	O=S1(=O)CC(N2CC=CC2)CN1Cc1cn(Cc2ccc(Cl)cc2)nn1 (stereo not given)	-3	-23	0.2	x	-1	5	-0.5	x
63	COc1cc(C2C3=C(CC(C)(C)CC3=O)OC(N)=C2[N+](=O)[O-])ccc1O (stereo not given)	-1	-9	0.1	6	3	-2	x	x
